Tau filament bind – tau filament binding. recombinant tau filaments, thioflavin S fluorescence, 15 h; filaments grown with octadecylsulfate alongside compound. Potency, µM (titrated, usually from 57.1 µM), for the others: top-dose activity change, negative = inhibition. 2% of 71,000 active. AID 596;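 note: potency is the fitted concentration of half-maximal effect; % is set by controls: 0 for no effect and ±100 for the full control effect; actives lower thioflavin S fluorescence by blocking filaments or displacing dye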
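Tau 2 uM in ThS buffer dispensed; compound added; 60 uM ODS added (finals 1 uM tau, 30 uM ODS); 15 h 37 C; fluor ex450/em510.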
Casp7 inh – allosteric or competitive inhibitors of human caspase-7; AID 889; 0.02% of 75,000 active; recombinant caspase-7, Ac-DEVD-AFC fluorescence rate; Potency, µM (titrated, usually from 57.5 µM), without a hit: top-dose activity change, negative = inhibition, hits mostly inhibitors; P55210; active = well fitted inhibition curve with a large enough effect in the main read-out, with a control signal flat, not every such curve was filed as active; inconclusive = small, poorly fitted or top-dose-only effect, or a change in a side signal; note: potency is the fitted concentration of half-maximal effect; % of control where 0% means no effect
Luciferase inh – inhibitors of firefly luciferase; P08659; purified firefly luciferase, luminescence, 8 min; AID 411; Potency, µM (series often up to 57.1 µM), for the others: top-dose activity change, negative = inhibition, hits mostly inhibitors; 2.2% of 72,000 active; note: potency is the fitted concentration of half-maximal effect; % is set by controls: 0 for no effect and ±100 for the full control effect; nearly all actives have a fitted effect of over 40% in size
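qHTS concentration-response profiling: light output of P. pyralis luciferase with luciferin and 10 uM ATP, imidazole buffer pH 7.2. Read by luminescence after 8-min room-temperature incubation.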
4MU fluor – compound fluoresces in the 4-MU spectral region; max dye-equivalent concentration, M; compound autofluorescence, 340/450 nm, 4-MU equivalents; active compounds read high; AID 589; 11% of 59,000 active; in the data active = max dye-equivalent concentration above about 10 nM; inconclusive = mostly about 1.1 nM to 9.6 nM
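Compounds in 100 mM Tris, pH 8.0, sat 15 min at room temperature before fluorescence was read at 340 nm excitation/450 nm emission; a per-plate six-point 4-MU standard curve converted signals to dye-equivalent concentration at each compound concentration.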
A350 autofl – compounds fluorescent in Alexa 350 spectral region | max dye-equivalent concentration, M | Compound autofluorescence, 340/450 nm, Alexa 350 dye-equivalents; active compounds read high | 11% of 59,000 active; in the data active = max dye-equivalent concentration above about 10 nM; inconclusive = mostly about 1.1 nM to 9.6 nM
Caspase-1 inhib – caspase-1 (human) inhibition, allosteric or competitive; Caspase-1 enzyme, Ac-WEHD-AFC fluorogenic rate; Potency, µM (highest dose often 57.5 µM), for inactives: at the highest dose activity change, negative = inhibition, hits mostly inhibitors; 0.03% of 75,000 active;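 note: potency is the fitted concentration of half-maximal effect; plate controls were vehicle for no effect and no substrate for full effect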
Rhodamine fluor – compound fluoresces in the rhodamine spectral region. Rhodamine-region fluorescence, 547/598 nm, Tris buffer; active compounds read high. max dye-equivalent concentration, M. 0.05% of 59,000 active. AID 594; in the data active = max dye-equivalent concentration above about 11 nM; inconclusive = between about 1.1 nM and that limit
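Steps: pin-transfer compounds into pH 8.0 Tris (100 mM), hold 15 min at room temperature, image with a 547/598 nm filter pair, and convert intensities to rhodamine-equivalent concentration using a six-point on-plate rhodamine series.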
ERK AVP block – inhibitors of vasopressin-stimulated ERK signaling pathway; HEK293-V1b, vasopressin-stimulated pERK AlphaScreen; Potency, µM (highest dose often 57.5 µM), inactives show at the top dose activity, negative = inhibition, usual class: inhibitors; 0.99% of 72,000 active; note: potency is the fitted concentration of half-maximal effect; % is set by controls: 0 for no effect and ±100 for the full control effect; nearly all actives have a fitted effect of over 55% in size
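Phosphorylated ERK1/2 detected via AlphaScreen bead proximity in lysates of V1b-expressing HEK293 cells given 25 nM vasopressin for 5 min after 30 min compound exposure (37 °C). AC50 from Hill equation; basal DMSO 0%, vasopressin 100%.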
HEK293 cAMP ctrl – raises cAMP in parental HEK293 cells, TSHR agonist counter-screen. parental HEK293 CNG cAMP sensor, membrane potential fluorescence. Potency, µM (doses to about 57.1 µM), inactives show top-dose activation, hits mostly activators. 2.5% of 73,000 active. AID 938; note: potency is the fitted concentration of half-maximal effect; % of control where 0% means no effect; nearly all actives have a fitted effect of over 55% in size
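Parental HEK 293 cells stably expressing a modified CNG channel (no TSHR) report cAMP rise as membrane depolarization. Membrane potential dye with 100 uM RO 20-1724 was loaded for 60 min at room temperature, then compound added for 30 min; fluorescence read at 590 nm.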
Fluorescein autfl – fluorescein region autofluorescence; max fluorescein-equivalent concentration, M; 0.91% of 59,000 active; Compound autofluorescence, 480/540 nm, fluorescein-equivalent; active compounds read high; AID 593; in the data active = max fluorescein-equivalent concentration above about 10 nM; inconclusive = between about 1.1 nM and that limit
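Library compounds, added at multiple concentrations to pH 8.0 Tris buffer (100 mM), incubate 15 min at room temperature before CCD imaging at 480 nm excitation and 540 nm emission.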
Texas Red fluor – compounds fluorescent in Texas Red spectral region; Compound fluorescence, Texas Red channel, 547/618 nm; active compounds read high; 0.06% of 59,000 active; max dye-equivalent concentration, M; AID 587; in the data active = max dye-equivalent concentration above about 10 nM; inconclusive = between about 1.1 nM and that limit
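Spectral interference profiling: each compound concentration's relative fluorescence, read with a 547 nm excitation and 618 nm emission filter pair, was normalized to a per-plate Texas Red standard curve.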
Active calls of the source: *; i = inactive; u = inconclusive; x = no result given; [ ] = another dose, or the depositor's remark. Unless noted, calls come from the whole dose curve; as a rule, active = well fitted curve in the direction sought with a large enough effect; inconclusive = small, poorly fitted or top-dose-only effect, or another doubt; inactive = no such curve, though single readings can be large; an effect the other way counts as inactive or inconclusive.

SMILES	Tau filament bind	Casp7 inh	Luciferase inh	4MU fluor	A350 autofl	Caspase-1 inhib	Rhodamine fluor	ERK AVP block	HEK293 cAMP ctrl	Fluorescein autfl	Texas Red fluor
CCOc1ccc(-n2c(C)nc3cc(C(=O)NCCCN4CCOCC4)ccc32)cc1	12.9%	-0.4%	1.1%	i	i	-2.1%	i	-20.5%	u	i	i
Cc1cc(=O)n2c(n1)OC(CO)C2 (stereo not given)	0.6%	-0.4%	1.4%	i	i	2.6%	i	2.6%	15.0%	i	u
COC(=O)c1ccc(NC(=O)c2ccc(CN3CCOCC3)cc2)cc1	7.8%	-1.1%	-8.0%	u	u	0.4%	i	u	11.2%	i	i
CCn1c(=O)cc(SCC(=O)NCCCN2CCN(c3ccccc3F)CC2)c2ccccc21	43.8%	-1.6%	-2.0%	i	i	-1.4%	i	4.9%	5.1%	i	u
O=C(O)c1c(Br)c(Br)c(Br)c(Br)c1C1c2ccc(O)cc2Oc2cc(O)ccc21	81.5%[11.4 µM]	3.98µM*	-3.5%[11.4 µM]	u	u	u	1.1e-08M*	-24.2%[11.5 µM]	14.1%[11.4 µM]	3.15e-07M*	u
CC(=O)Nc1ccc(Oc2cc(C#N)c(C#N)cc2N2CCCCCC2)cc1	7.1%	-22.7%	0.6%	3.52e-08M*	2.58e-08M*	u	i	5.5%	26.5%	i	i
CN(C)Cc1cn(CCC(=O)O)c2ccccc12	-1.6%	-0.9%	1.0%	u	u	0.9%	i	-3.8%	-2.8%	u	i
O=S(=O)(NC1CCCC1)c1ccc(S(=O)(=O)N2CCc3ccccc32)cc1	4.8%	-3.6%	1.5%	i	i	-1.5%	i	14.2%	16.7%	i	i
CO[C@@H]1COC(=O)C/C=C\[C@@H](C)[C@H](OC)COC(=O)C/C=C\[C@H]1C	x	-2.1%[11.5 µM]	-1.8%[11.4 µM]	x	x	-1.0%[11.5 µM]	x	5.1%[11.5 µM]	11.2%[11.4 µM]	x	x
CC1CCN(Cc2nc3c(c(=O)n(C)c(=O)n3C)n2CCCc2ccccc2)CC1	3.2%	1.0%	2.2%	i	i	-2.0%	i	-1.6%	u	u	i
CCOC(=O)C1CCN(C(=O)c2cccc(NC(=O)C(CC)CC)c2)CC1	-2.0%	2.1%	3.0%	i	i	0.0%	i	-7.6%	10.8%	i	i
Cc1ccc(-c2ccc(=O)n(CC(=O)NCCCN3CCCCC3C)n2)cc1 (stereo not given)	7.3%	0.9%	3.1%	i	i	-1.7%	i	35.7%[activator]	10.3%	u	i
CCCc1nc(SCC(=O)N2CCc3ccccc32)c2c(=O)n(C)c(=O)n(C)c2n1	-2.7%	1.4%	-5.7%	x	x	-0.3%	x	x	4.9%	x	x
CCN(c1ccc(OC)cc1)S(=O)(=O)c1ccc2c(c1)CCN2C(=O)CCC(=O)O	-0.9%	0.6%	1.1%	u	u	-0.4%	i	-1.1%	21.7%[2.29 µM]	i	i
CCOc1ccccc1C(=O)N1CCCCC1C (stereo not given)	-3.0%	0.1%	4.6%	i	i	0.1%	i	-6.0%	u	i	i
CCOC(=O)C1CCCN(S(=O)(=O)c2c(C)c(C)cc(C)c2C)C1 (stereo not given)	1.8%	-0.2%	2.5%	i	i	-1.7%	i	12.0%	u	i	u
COC(=O)C1CCN(C(=O)C23CCC(C)(C(=O)O2)C3(C)C)CC1 (stereo not given)	-2.7%	-0.1%	2.7%	i	i	1.2%	i	-3.6%	0.5%	i	i
CCC1CC(C)(C(=O)Nc2ccc(S(N)(=O)=O)cc2)OC1=O (stereo not given)	-2.1%	2.4%	0.1%	x	x	-0.8%	x	-7.7%	3.6%	x	x
Cc1ccc(C)c(/C(O)=C2/C(=O)C(=O)N(CCN3CCOCC3)C2c2ccc(C)o2)c1 (stereo not given)	6.2%	0.0%	0.6%	i	i	-5.4%	i	u	28.1%	u	i
COc1ccccc1NC(=O)Cc1csc(N)n1	4.1%	0.5%	-0.7%	i	i	-1.2%	i	8.0%	6.8%	i	i
COc1ccc(CNS(=O)(=O)c2ccc3oc(C(=O)O)c(C)c3c2)cc1	-13.2%	0.2%	1.9%	u	u	-1.7%	i	-4.7%	0.4%	i	i
Cn1c(=O)c2c(nc(N3CCC(C(N)=O)CC3)n2CCSc2nc3ccccc3s2)n(C)c1=O	x	x	2.2%[25.5 µM]	i	i	x	i	x	x	u	i
COC(=O)c1ccccc1COn1c(=O)c[n+]([O-])c2ccccc21	-26.2%	-6.4%	0.7%	3.71e-08M*	3.56e-08M*	-2.6%	i	-7.1%	0.2%	i	i
CNc1ncnc2ccc(-c3cccc(OC)c3)cc12	-11.9%	-4.6%	2.0%[2.29 µM]	i	i	-2.9%	i	-21.9%	21.0%	u	i
COc1ccc2c(c1)Cc1sc(NC(=O)c3cccs3)nc1-2	25.1µM*	u	-15.8%	u	u	31.6µM*	i	u	-22.2%	u	i
Going on with the list:
SMILES	Tau filament bind	Casp7 inh	Luciferase inh	4MU fluor	A350 autofl	Caspase-1 inhib	Rhodamine fluor	ERK AVP block	HEK293 cAMP ctrl	Fluorescein autfl	Texas Red fluor
CC12CC[C@@H]3c4ccc(OS(=O)(=O)O)cc4CC[C@H]3C1CCC2=O (stereo not given in full)	-4.6%[25.6 µM]	1.0%[25.7 µM]	0.2%[25.5 µM]	i	i	-2.4%[25.7 µM]	i	12.2%[25.7 µM]	-3.7%[25.6 µM]	u	i
CCc1cc(C(=O)Cc2nc3ccccc3[nH]2)c(O)cc1O	-1.0%	-3.7%	10µM*	2.22e-07M*	2.7e-07M*	0.4%	i	-11.0%	u	i	u
CCCCOC(=O)CSC1=C(C#N)C(c2ccccc2OCC)C(C#N)C(=O)N1 (stereo not given)	3.9%	1.4%	1.5%	i	i	-1.0%	i	u	-0.7%	i	u
CCOc1ccc(NC(=O)Nc2cc(C)on2)cc1	-3.2%	-2.7%	-24.0%	i	i	-1.1%	i	-7.4%	0.8%	i	i
Clc1ccccc1-c1cncnc1NCc1cccs1	-10.0%	-3.9%	-1.6%[2.29 µM]	i	i	-4.6%	i	u	u	u	i
Nc1nc(Nc2ccccc2Br)nc(C(F)(F)F)n1	-6.8%	0.1%	-13.2%	x	x	-4.8%	x	5.6%	u	x	x
O=C(O)CCCNS(=O)(=O)c1ccc(Br)s1	-8.9%	-1.6%	2.7%	u	u	-0.9%	i	u	3.1%	i	i
COc1ccc(C)cc1S(=O)(=O)NC1CCCC1	-2.8%	-0.7%	-0.2%	u	u	2.0%	i	-16.9%	10.2%	i	i
O=C(NCc1ccco1)N1c2ccccc2Sc2ccccc21	4.2%	-2.9%	1.0%	x	x	-1.7%	x	-25.9%	22.6%	x	x
COc1ccccc1-c1nc(-c2ccncc2)no1	5.9%	0.0%	20µM*	i	i	0.6%	i	4.1%	2.7%	u	i
Cn1cnc2c1c(=O)[nH]c(=O)n2C	-7.0%[25.6 µM]	-0.9%	1.4%[25.5 µM]	i	i	3.3%	i	14.1%	8.0%[25.6 µM]	u	i
CCOCc1nnc(NC(=O)CSCc2ccccc2)s1	-5.2%	1.2%	2.5%	i	i	-1.7%	i	-18.3%	12.3%	i	u
CC(C)(C)C(=O)NC1CCN(S(=O)(=O)c2cccc(C(F)(F)F)c2)CC1	-0.3%	1.6%	1.3%	i	i	-1.8%	i	12.0%	16.7%	i	i
COCCNC(=O)CN1C(=O)CSc2cc(S(=O)(=O)N3CCCCCC3)ccc21	2.4%	-1.8%	4.1%	x	x	-1.4%	x	1.9%	10.5%	x	x
COC(=O)c1c(NC(=O)CSc2nnnn2C)sc(C)c1C	2.9%	-3.1%	2.1%	i	i	-1.1%	i	-8.1%	15.4%	u	i
CCOC(=O)N/N=C1/C[C@@H](O)[C@@H](O)[C@@H]2[C@@H]3C(=O)N(c4cccc(Oc5ccccc5)c4)C(=O)[C@H]3CC[C@H]12	x	-0.5%[11.5 µM]	1.0%[11.4 µM]	x	x	0.0%[11.5 µM]	x	20.3%[11.5 µM]	-5.4%[11.4 µM]	x	x
COC(=O)C1CCN(C(=O)c2ccc(SC)cc2OC)CC1	-9.4%	-2.3%	-1.1%	i	i	0.8%	i	-12.6%	13.2%	u	i
Cc1cc(Nc2ccccc2)nn1C(=O)c1ccccc1	-14.9%	-1.2%	-2.4%	u	i	0.4%	i	-1.0%	-20.3%	i	u
COc1ccccc1NC(=O)CN1CCC(n2nnc3cc(F)ccc32)CC1	2.3%	4.2%	1.8%	i	u	-2.0%	i	5.7%	20.2%	i	i
O=C(O)c1ccc(COCC(F)(F)C(F)F)o1	x	x	0.8%[25.5 µM]	1.15e-07M*	1.26e-07M*	x	i	x	x	i	i
C1CCC(CNc2c3c(nc4nnnn24)CCCC3)CC1	4.2%	0.4%	-1.5%	i	i	-0.4%	i	-4.9%	7.9%	u	i
CCNC(=O)N1C(=O)C2(OCCO2)c2cc(Br)ccc21	-6.5%	-2.0%	-1.6%	i	i	0.9%	i	6.5%	3.6%	i	u
N=c1ccn(Cc2ccc(Cl)c(Cl)c2)cc1	41.3%	1.6%	3.3%	i	i	0.0%	i	11.7%	11.5%	i	i

Copied from the list:
`CCCCOC(=O)CSC1=C(C#N)C(c2ccccc2OCC)C(C#N)C(=O)N1` (stereo not given) in Caspase-1 inhib is entered as -1.0%
`C1CCC(CNc2c3c(nc4nnnn24)CCCC3)CC1` in ERK AVP block is entered as -4.9%

Screens from PubChem BioAssay.

An excerpt; count on the stated rates, not on these rows.
